# Cav32 inh – inhibitors of human Cav3.2 T-type calcium channel; O95180; Cav3.2-expressing cells, Fluo-4 calcium fluorescence FDSS; stronger effect = lower value; B-score at 10 µM; 100,000 tested, 4% active; AID 449739;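 active means single-dose well whose peak fluorescence ratio is a statistical outlier from its plate by either plate-standardised score or position-corrected B-score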
# Active calls of the source: *. Not all compounds are listed; rates above refer to the full screens.
SMILES,Cav32 inh
CCOC(=O)c1cccc(NC(=O)CN(C)S(=O)(=O)c2cnc[nH]2)c1,0.051
O=c1[nH]c(CCl)nc2cc(-c3ccc(Cl)cc3)sc12,0.18
CCCCCn1c(CNC(C)=O)nc2ccccc21,0.09
CCN(CCCn1c(SCC#N)nc2ccccc2c1=O)c1ccccc1,-5.4*
Cc1nc(C)c(-c2ccccc2)c(=O)[nH]1,0.66
COc1cc(C2C(C(=O)OC(C)C)=C(C)Nc3[nH]c(=O)[nH]c(=O)c32)ccc1O (stereo unspecified),0.74
CC1CCCC(C)N1C(=O)c1cc(-c2cccs2)on1 (stereo unspecified),0.049
O=C(C1CCC1)N1CCc2cc(S(=O)(=O)NC3CCCC3)ccc21,0.0042
COC(=O)C1=C(C(=O)OC)[C@@H]2Nc3ccccc3[C@@]23C[C@@H](C(=O)OC)N(C(=O)CC(C)C)C3=N1,0.1
Cc1ccc(C)c2[nH]c(=O)c(CN(Cc3ccco3)S(=O)(=O)c3ccc4c(c3)OCCO4)cc12,-1.7
CCOC(=O)C1CCCCN1Cc1cccc(F)c1 (stereo unspecified),1.1
Cn1c(=O)[nH]c(=O)c2c1nc(Sc1ncccn1)n2CCCc1ccccc1,-0.46
Cc1cc(C)c(N2CCN(S(=O)(=O)N3CCCCCC3)CC2)c(C)c1,-0.054
CC1=CCC2C(=O)N(c3ccc4ccccc4n3)C(=O)C2C1 (stereo unspecified),0.21
COc1ccc(C(=O)N(CN2CCCC2=O)c2cc(C)on2)cc1OC,0.53
O=C(NC1CCCCC1)C(c1ccncc1)N(C(=O)Cn1nnc(-c2cccs2)n1)C1CCCC1 (stereo unspecified),1.2
Cc1nc([N+](=O)[O-])c(Br)n1CC(=O)c1ccc(Br)cc1,0.86
O=C(CN1CCOCC1)Nc1ccccc1-c1ccccc1,-0.66
CC(C)CNc1nnnc2c1sc1nc(N3CCOCC3)c3c(c12)CC(C)(C)SC3,-1
O=C(NCCCCCCNC(=O)c1ccc(Br)s1)c1ccc(Br)s1,-1.4

# Two records drawn at random from those above, as already listed:
SMILES,Cav32 inh
O=C(CN1CCOCC1)Nc1ccccc1-c1ccccc1,-0.66
O=c1[nH]c(CCl)nc2cc(-c3ccc(Cl)cc3)sc12,0.18

# (further entries)
SMILES,Cav32 inh
CCOC(=O)c1c(NC(C)=O)sc2c(OC(C)=O)cccc12,0.13
Cc1ccc(NC(=O)CSc2nnc(-c3cnccn3)n2Cc2ccco2)cc1,0.011
COC(=O)C1=C(C)NC(=S)N(C(C)=O)C1c1ccccc1 (stereo unspecified),0.049
Cc1cnc(C(=O)OCC(=O)Nc2ccc(Cl)cc2Cl)cn1,0.33
COc1ccc(NC(=O)C2OCCc3ccccc32)c(OC)c1 (stereo unspecified),-0.97
CC1(c2nnc(-c3ccc(Cl)cc3)o2)CC(c2ccc([N+](=O)[O-])cc2)=NO1 (stereo unspecified),0.85
CCOc1cccc(-c2nnc3sc(COc4ccc(C)cc4)nn23)c1,-0.22
CC(=O)Oc1ccc2oc(/C=C/N(C)C)c([N+](=O)[O-])c2c1,1.8
Nc1[nH]c(=O)ncc1F,0.86
CCOC(=O)NC(Nc1sc2c(c1C(=O)OC)CCN(C)C2)(C(F)(F)F)C(F)(F)F,0.45
NC(=O)c1cnccn1,-0.31
Cc1cccc(NC(=O)C2CCCC2)c1,0.37
COc1ccc(Cn2nnnc2C(c2cc3ccc(OC)cc3[nH]c2=O)N2CCCCCC2)cc1 (stereo unspecified),1.1
CN(C)c1ccnc(-n2cccc2/C=N/OCc2cccc(F)c2)c1C#N,0.24
CSc1ccc(/C=N\NC(=O)CNc2ccc(C)cc2)cc1,-0.11
COC(=O)c1ccc(Oc2c(C(F)(F)F)oc3c(CN4CCN(C)CC4)c(O)ccc3c2=O)cc1,0.61
O=C(CCCC(=O)N(CC(=O)NC1CCCC1)Cc1ccccc1)Nc1ccccn1,0.52
COC(=O)c1sccc1NC(=O)CN(C)NS(=O)(=O)c1ccc([N+](=O)[O-])cc1,0.079
CC(=O)NC(CCS(C)(=O)=O)C(=O)Nc1nccs1 (stereo unspecified),0.95
CC(C)[C@H](NC(N)=O)C(=O)Nc1ccc2c(c1)CCC2,0.072
COc1ccc(C2NC(=O)NC(O)(C(F)(F)F)C2C(=O)c2ccccc2)cc1OC (stereo unspecified),0.46
CS(=O)(=O)N1N=C(c2ccc(Cl)cc2)CC1c1cccs1 (stereo unspecified),-0.63
CCOC(=O)/C=C1\NC(=O)CS1,0.24
C=CCn1c(Cc2ccc(OC)cc2)nnc1SCC(N)=O,0.012
COc1ccc(/C=C/c2cc(-c3ccc(C)cc3)o[n+]2C)cc1,1.9
CCS(=O)(=O)N1CCC(C(=O)NC2CCCCCCC2)CC1,0.55
COc1ccccc1OCC(O)CN1C(=O)NC(C)(C)C1=O (stereo unspecified),0.0017
CN(C)C(=O)NC(O)C(Cl)Cl (stereo unspecified),1
Cc1c(Cl)cccc1-n1c(SCC(=O)N(C)Cc2ccccc2)nnc1-c1ccncc1,-0.79
C=CCNC(=O)CCCOc1ccc(C)cc1,1.3
O=C(NCC1CCCCC1)c1ccco1,0.29
C=CCn1c(N)c(C(=O)NC2CCCCC2)sc1=S,0.54
Cc1[nH]c(=S)c(C#N)c(C)c1C(=O)Nc1ccccc1,0.6
O=S(=O)(NCC1CCCO1)c1ccc(Cl)c(C(F)(F)F)c1 (stereo unspecified),-0.6
C=CCNC(=S)NNC(=O)CCC(O)CCCCC (stereo unspecified),0.47
O=S(=O)(c1cnc[nH]1)N1CCCCCC1,0.36
CCOC(=O)C1CCCN(C(=O)c2cnn3c(C(F)(F)F)cc(-c4ccccc4)nc23)C1 (stereo unspecified),-2
COC(=O)c1sc2ncccc2c1OCc1ccc(Cl)cc1,-0.56
CCc1ccc(N2CC(C(=O)N/N=C/c3cccc([N+](=O)[O-])c3)CC2=O)cc1 (stereo unspecified),-0.73
Cc1[nH]n(C(N)=S)c(=O)c1C(c1ccccc1)C(C#N)C#N (stereo unspecified),0.49
CCS(=O)(=O)NC(C)C(c1cccs1)N1CCN(C)CC1 (stereo unspecified),0.0043
CCCn1c(SCC(=O)NCc2cccs2)nc2c1c(=O)n(C)c(=O)n2C,0.33
CCC(=O)N1CCc2cc(S(=O)(=O)NCCN3CCC(C)CC3)ccc21,1.4
Cc1ccc2c(c1)N(CCCC(=O)NCCC1=CCCCC1)C(=O)CO2,-1.8
Cc1nnc2sc(-c3ccncc3)nn12,-0.084
CC(C)Sc1nnc2n(CCc3ccccc3)c(=O)c3c4c(sc3n12)COC(C)(C)C4,0.0024
COC(=O)CSC1=NS(=O)(=O)c2ccccc21,-2.4
COc1ccc(NC(=O)c2oc3ccccc3c2NC(=O)C(C)(C)C)cc1,-1.4
CCc1ccc(/C=C/C(=O)c2c(C)cc(C)[nH]c2=O)cc1,1.4
Cc1ccccc1-n1nc(C(=O)O)cc1-c1ccccc1,0.099
Cc1cc(OCC(C)C)ccc1/C(O)=C1/C(=O)C(=O)N(Cc2cccnc2)C1c1ccncc1 (stereo unspecified),0.48
O=C(Oc1ccccc1)c1ccc2nccnc2c1,0.0013
CCn1c(COc2cccc(C)c2)nnc1SCC(=O)Nc1cccc(C(=O)O)c1,0.48
CCOc1cc(/C=C2/SC(=Nc3ccccc3)N(Cc3cccnc3)C2=O)ccc1OCC#N,-0.54
COCc1cc(=O)[nH]c(/N=C(\N)Nc2ccc(C)cc2)n1,0.47
Cc1ccc(N(C(C)C(=O)Nc2ccc(S(=O)(=O)N3CCOCC3)cc2)S(C)(=O)=O)cc1C (stereo unspecified),-2.6
O=C(Nc1cccc(-c2csc(Nc3ccc(Cl)cc3)n2)c1)c1cccc(C(F)(F)F)c1,-0.17
Fc1ccccc1OCCCCCCN1CCCC1,0.62
CCn1c(CSc2nnc(C)n2-c2ccccc2)nc2cc(S(=O)(=O)N(C)C)ccc21,-0.015
NC(=O)[C@@H]1CCCCNc2c(F)cc([N+](=O)[O-])cc2C(=O)N[C@@H](CC(=O)O)C(=O)N[C@@H](CCC(=O)O)C(=O)N1,-0.031
# (next part)
SMILES,Cav32 inh
C=CCCCCCCCC(=O)OC,0.41
CC(C)c1ccc(N(CC(=O)Nc2ccc(S(=O)(=O)N3CCOCC3)cc2)S(C)(=O)=O)cc1,-7.9*
Cc1ccc(NC(=O)C2(NC(=O)c3cccc(N4C(=O)CSC4c4ccccc4)c3)CCCCC2)cc1 (stereo unspecified),-6.9*
COc1cc(-c2nnn(CC#N)n2)ccc1OCc1ccccc1,-0.63
O=C(CCC(=O)c1cccs1)OCc1nnc(-c2ccccc2)o1,-0.023
CCOc1ccc(CNC(=S)N/N=C\c2ccc([N+](=O)[O-])cc2)cc1,-0.11
Oc1ccccc1-c1nc(N2CCCC2)c2ccccc2n1,0.95
O=C(O)c1cccc(N2C(=O)C3CC=CCC3C2=O)c1 (stereo unspecified),0.54
CCOc1c2ccc(C(=O)NCc3ccccc3OC)cc2nn1CC,0.94
O=C(CCn1c(=S)[nH]c2ccccc2c1=O)NCCCN1CCOCC1,0.51
COc1ccc(OC)c(CN2CCCC(C(=O)N3CCCCC3)C2)c1 (stereo unspecified),1.3
COC(=O)CN1C(=O)C(O)(CC(=O)c2ccc(C)o2)c2ccccc21 (stereo unspecified),0.39
COc1cccc(C(=O)Nc2c3c(nn2-c2cccc(C)c2C)CS(=O)(=O)C3)c1OC,-1.5
CC(C(=O)Nc1ccc(C(=O)O)cc1)N1C(=O)c2ccccc2C1=O (stereo unspecified),-0.015
CCSC1=C(C#N)C(c2ccccc2Cl)C(C(=O)c2cccs2)C(O)(C(F)(F)F)N1 (stereo unspecified),-9.2*
C#CCN1C(=O)C2C(C(=O)NC)C3C=CC2(O3)C1C(=O)NCc1ccc(OC)cc1 (stereo unspecified),-0.28
Cc1ccc(Oc2cc(C#N)c(C#N)cc2-n2nnc3ccccc32)cc1C,0.36
CCN(CC)S(=O)(=O)c1ccc2nc(NC(=O)c3cccs3)sc2c1,0.32
O=C(NCc1cccs1)C1CCCN(c2ncccn2)C1 (stereo unspecified),-0.84
CC(NS(=O)(=O)c1ccc(CCC(=O)NCc2cccnc2)cc1)c1ccccc1 (stereo unspecified),1.1
Cc1cc(C)cc(NC(=S)NCc2ccc3c(c2)OCO3)c1,-4.8*
CCCCCc1nc2c(=O)[nH]c3ccccc3c2o1,-1.5
COc1ccccc1NC(=O)c1nn(-c2ccc(F)c(F)c2)ccc1=O,1.1
CCc1ccc(CCC(=O)Nc2sc(C)c(C)c2C(=O)OC)o1,-0.91
C=CCn1c(SCC(=O)Nc2cc(C)c(Cl)cc2OC)nnc1-c1ccco1,-1
Cc1ccc(C(=O)n2nc(-c3ccccc3)nc2NCc2ccco2)cc1,-2.7
O=C1C=C(NCC2CCCO2)CC(c2ccccc2)C1 (stereo unspecified),0.58
CC(C)COP(=O)(c1ccc(N(C)C)cc1)C(O)c1ccncc1 (stereo unspecified),0.82
CCOc1ccc(NCCC#N)cc1,0.3
C=CCn1c(=O)c2c3c(sc2n2c(Nc4ccc(C(=O)OCC)cc4)nnc12)CCCC3,0.73
COC(=O)c1sccc1NC(=O)Nc1ccc(Cl)c(Cl)c1,0.56
C=CCNC(=O)c1onc(CSc2cccc(Cl)c2)c1C(=O)O,-0.0088
CCOC(=O)CNC(=O)CSc1ncnc2c1cnn2-c1ccccc1,0.98
CC(=O)Nc1cc(NC(C)=O)cc(C(=O)OCC(=O)N2CC(C)OC(C)C2)c1 (stereo unspecified),0.33
Oc1[nH]c2ccccc2c1C=Nc1ccc2c(c1)OCCO2,0.44
C/C(N)=C(\C#N)C(=O)NCCc1ccccn1,0.86
O=C(Nc1cccnc1Cl)c1cc(-c2ccco2)on1,-0.097
C=CCNC(=S)NNC(=O)C(CCCC)CC(C)O (stereo unspecified),0.21
N#CCCN(CCC#N)C(=O)COc1ccc(Cl)cc1Cl,0.78
CC1CCCCC1NS(=O)(=O)c1ccc(S(=O)(=O)N2CCN(CCC#N)CC2)cc1 (stereo unspecified),0.11
Cc1cccc(-n2nnc(C(=O)Nc3ccc(F)cc3)c2N)c1,0.054
O=C(NCCCN1CCCC1=O)NC12CC3CC(CC(C3)C1)C2,0.0094
COc1ccc(C(=O)CSc2nnc(CNC(=O)c3ccc(OC)c(OC)c3)n2C)cc1,-0.88
Cc1onc(-c2c(F)cccc2Cl)c1C(=O)NC1=NCCS1,0.048
CC(C)(C)c1ccccc1OCC(=O)NCCC(=O)O,0.73
Cc1noc(C)c1S(=O)(=O)NCCN1CCN(c2ccccc2)CC1,0.23
CN(C)S(=O)(=O)N(Cc1ccc(Br)cc1)c1ccccc1,-2.9
Cn1cc(SCC(=O)N2CCOCC2)c2ccccc21,0.67

# Among those listed so far, these have an NH in an aromatic ring:
SMILES,Cav32 inh
CCOC(=O)c1cccc(NC(=O)CN(C)S(=O)(=O)c2cnc[nH]2)c1,0.051
O=c1[nH]c(CCl)nc2cc(-c3ccc(Cl)cc3)sc12,0.18
Cc1nc(C)c(-c2ccccc2)c(=O)[nH]1,0.66
COc1cc(C2C(C(=O)OC(C)C)=C(C)Nc3[nH]c(=O)[nH]c(=O)c32)ccc1O (stereo unspecified),0.74
Cc1ccc(C)c2[nH]c(=O)c(CN(Cc3ccco3)S(=O)(=O)c3ccc4c(c3)OCCO4)cc12,-1.7
Cn1c(=O)[nH]c(=O)c2c1nc(Sc1ncccn1)n2CCCc1ccccc1,-0.46
Nc1[nH]c(=O)ncc1F,0.86
COc1ccc(Cn2nnnc2C(c2cc3ccc(OC)cc3[nH]c2=O)N2CCCCCC2)cc1 (stereo unspecified),1.1
Cc1[nH]c(=S)c(C#N)c(C)c1C(=O)Nc1ccccc1,0.6
O=S(=O)(c1cnc[nH]1)N1CCCCCC1,0.36
Cc1[nH]n(C(N)=S)c(=O)c1C(c1ccccc1)C(C#N)C#N (stereo unspecified),0.49
CCc1ccc(/C=C/C(=O)c2c(C)cc(C)[nH]c2=O)cc1,1.4
COCc1cc(=O)[nH]c(/N=C(\N)Nc2ccc(C)cc2)n1,0.47
O=C(CCn1c(=S)[nH]c2ccccc2c1=O)NCCCN1CCOCC1,0.51
CCCCCc1nc2c(=O)[nH]c3ccccc3c2o1,-1.5
Oc1[nH]c2ccccc2c1C=Nc1ccc2c(c1)OCCO2,0.44
